Bioassay records: PubChem, several laboratories
NF-kB expr up = raises NF-kB expression in human neuronal cells; NF-kB reporter expression; hits give high values; fold change at 12.5 µM; 1.6% of 190,000 active; AID 1239; in the data active = fold change above about 3.3
APP 5'UTR act = APP 5'UTR luciferase reporter activation | AID 1276 | activation, % at 2 µM | SH-SY5Y APP 5'UTR luciferase reporter, luminescence; zero percent = DMSO vehicle wells | 1% of 190,000 active;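 active = activation above a set limit, based on mean plus 3 SD of controls, cut at about 140% in these data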; also: values of inactives mirror those of a sister screen read the other way
FLuc stim CS = firefly luciferase counter-screen for stimulation assays | 200,000 tested, under 10 active | AID 1027 | ATPlite luciferase biochemical, luminescence, 10 min; 0 = ATP-free wells, 1 = DMSO control | activation factor at 10 µM | P08659;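 active = luciferase activation factor, scaled between plate controls, of at least 2 with compound at 10 µM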
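System: cell-free luciferase reagent; medium: PBS as buffer for the ATP substrate; doses: test compounds dosed from 2 mM stocks in 100% DMSO; incubation: 10 min, room temperature; measured by: luminescence from luciferase reaction; read-out: luciferase activation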
bIAP act = increases bovine intestinal alkaline phosphatase activity. purified bovine IAP, CDP-star luminescence, 30 min; hits give high values; fold of DMSO-control signal, blank-subtracted. activation factor at 20 µM. 0.17% of 200,000 active;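 active = activation factor of 2 or more at 20 µM, a signal rise over negative controls twice the positive control's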
FLuc inh counter = counter-screen for luciferase assay inhibitors: firefly luciferase inhibition; P08659; ATPLite firefly luciferase biochemical luminescence, 10 min; inhibition, % at 10 µM; 1.5% of 200,000 active;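 active = inhibition above about 50% when tested at 10 µM, limit read from the data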
TNAP inh hiacc = blocks human TNAP under high phosphate acceptor concentration; purified TNAP, CDP-star luminescence, 1 M DEA; inhibition, % at 20 µM; 0.03% of 200,000 active; AID 1135;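 active = over 50% inhibition of tissue-nonspecific alkaline phosphatase at 20 µM in the single-dose screen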;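 also: plate controls were DMSO wells for no effect and EDTA-quenched wells as full inhibition for full effect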
Target sequence (P05186 whole entry, looked up): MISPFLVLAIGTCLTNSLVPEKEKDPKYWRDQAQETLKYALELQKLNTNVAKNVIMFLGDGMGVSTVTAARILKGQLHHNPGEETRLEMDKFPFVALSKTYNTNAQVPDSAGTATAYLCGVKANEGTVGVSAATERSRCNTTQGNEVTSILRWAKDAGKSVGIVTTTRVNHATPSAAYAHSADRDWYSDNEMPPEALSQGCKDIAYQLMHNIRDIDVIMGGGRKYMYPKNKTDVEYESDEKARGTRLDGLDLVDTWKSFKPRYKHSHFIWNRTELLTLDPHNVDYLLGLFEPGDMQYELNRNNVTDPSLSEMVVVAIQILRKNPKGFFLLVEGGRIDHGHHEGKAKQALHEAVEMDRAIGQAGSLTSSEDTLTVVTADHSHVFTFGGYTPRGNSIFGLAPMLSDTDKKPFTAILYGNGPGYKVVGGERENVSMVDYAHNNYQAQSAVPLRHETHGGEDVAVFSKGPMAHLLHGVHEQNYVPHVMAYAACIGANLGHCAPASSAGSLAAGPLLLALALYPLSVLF
TNAP inh no acc = TNAP (human) inhibition, acceptor-free conditions | P05186 | purified TNAP, CDP-star luminescence, 30 min | inhibition, % at 20 µM | 0.26% of 200,000 active;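 active = tissue-nonspecific alkaline phosphatase inhibition above about 50% at 20 µM in the single-dose screen, limit read from the data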;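 also: 0% = DMSO negative control and 100% = EDTA positive control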
TNAP act hi DEA = TNAP (human) activation, high acceptor; activation factor at 20 µM; P05186; purified TNAP, CDP-star luminescence, 1 M DEA, 30 min; hits give high values; 0 = EDTA background, 1 = DMSO-only activity; 200,000 tested, under 10 active;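 active = activation factor at least 2 at 20 µM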
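Dosing: 20 µM single point. System: human TNAP. Amount: TNAP 1/800 final. Incubation: 30 min, room temperature. Read-out: TNAP activation factor scaled between EDTA and DMSO control wells. Signal: luminescence from CDP-star hydrolysis. Medium: 1 M DEA, pH 9.8, Mg2+, Zn2+. Control set: EDTA negative control, DMSO positive control.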
PMI activator = phosphomannose isomerase (human) activation. purified human PMI, coupled resazurin fluorescence, 20 min; hits give high values; 1 = vehicle control, 0 substrate-free wells. activation factor at 20 µM. 0.005% of 190,000 active;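 active = activation factor of 2 or more at 20 µM, relative to plate controls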
Target sequence (P34949 whole entry, looked up): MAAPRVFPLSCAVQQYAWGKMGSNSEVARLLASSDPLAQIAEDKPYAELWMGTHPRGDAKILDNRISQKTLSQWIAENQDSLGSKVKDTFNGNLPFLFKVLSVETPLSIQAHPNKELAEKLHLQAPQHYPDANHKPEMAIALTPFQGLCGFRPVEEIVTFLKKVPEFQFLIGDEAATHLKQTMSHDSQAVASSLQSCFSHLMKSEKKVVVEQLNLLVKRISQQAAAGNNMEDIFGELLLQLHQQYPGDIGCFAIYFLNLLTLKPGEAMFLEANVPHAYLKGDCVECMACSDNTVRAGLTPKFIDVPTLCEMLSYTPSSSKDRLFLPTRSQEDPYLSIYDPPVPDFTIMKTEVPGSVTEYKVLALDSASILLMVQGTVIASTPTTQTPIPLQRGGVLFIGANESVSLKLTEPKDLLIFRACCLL
PMI act hi M6P = PMI (human) activation, high substrate | coupled PMI enzyme assay, resazurin fluorescence, 20 min; hits give high values; 1 = untreated enzyme, 0 = substrate-free blank | P34949 | activation factor at 20 µM | 0.34% of 190,000 active;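 active = activation factor of 2 or more at 20 µM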
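Test system – human PMI in coupled enzyme assay · Timing – 20 min incubation at room temperature · Detection – Diaphorase-driven resazurin-to-resorufin fluorescence, excitation 544, emission 590 nm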
* = called active by the depositor; . = not tested or not shown.

SMILES	NF-kB expr up	APP 5'UTR act	FLuc stim CS	bIAP act	FLuc inh counter	TNAP inh hiacc	TNAP inh no acc	TNAP act hi DEA	PMI activator	PMI act hi M6P
CC(C)c1ccc(C(C(=O)NC2CCCC2)N(C(=O)CNC(=O)c2ccco2)c2cccnc2)cc1 (stereo not given)	1.4	-18	1	1.1	-2	-4	-10	1	1	1
Cc1cccc(NC(=O)NCc2ccc3c(c2)OCO3)c1C	1.1	-3	1	1	2	6	-6	0.9	1.1	1.1
Cc1ccc2nc(NC(=O)c3ccc(-c4nc5ccccc5s4)s3)sc2c1	0.68	-1	0.9	0.9	5	4	-2	1	1.1	1.2
CN(C)C(=O)c1cc([N+](=O)[O-])cc([N+](=O)[O-])c1N(C)C	1.3	-3	1	0.9	-1	4	-3	1	0.9	0.9
Cc1cc(C)nc(N2CCC(C(=O)NC3CCCc4ccccc43)CC2)n1 (stereo not given)	0.89	16	1.1	1	-9	-7	12	1.1	1.1	1.1
CC(=O)N1CCc2cc(S(=O)(=O)N3CCOCC3)ccc21	1.4	-7	1	0.9	-2	-8	-15	1.1	1.1	1.1
Cc1nc2cc(CO)ccc2n1C	0.96	1	1.1	1	-8	-3	-14	1	0.9	0.9
COc1ccccc1CNC(=O)C1CCN(S(=O)(=O)N2CC(C)CC(C)C2)CC1 (stereo not given)	1	6	1.1	1.1	-5	-3	-14	1	1.1	1.1
Cc1cc(C(=O)COC(=O)c2ccc([N+](=O)[O-])o2)c(C)n1CC1CCCO1 (stereo not given)	0.41	3	0.6	1.1	40	-3	-18	1	1.1	1
CCN1c2ccccc2-c2nc3ccccc3n2C1c1cccnc1 (stereo not given)	1.1	6	1	1.1	1	-5	-15	1	1	1
CCn1c(C(c2ccccc2)c2ccccc2)n[nH]c1=S	1.2	1	1	1.2	-3	-5	3	1	0.9	1
O=C1c2ccccc2C(=O)N1CCCc1nc2ccccc2c(=O)n1-c1cccnc1	0.78	14	1.1	1	-5	-4	-11	1	1	0.9
CCOC(=O)N1CCC(NC(=O)Cc2cn(C)c3ccccc23)CC1	0.97	3	1	0.9	-4	-4	-9	1	0.9	0.9
CCOc1cc(CNCCCN2CCOCC2)cc(Br)c1OCc1ccccc1Cl	2.1	21	1.1	1.1	-6	-7	-10	1.1	1.1	1
CCOC(=O)N1CCN(C(=S)Nc2ccc(C)cc2)CC1	1.1	-1	1	0.9	-3	-6	-9	1.1	1	1
C=CCn1sc(N)c(C(=O)OCC)c1=S	1.3	-2	1	0.9	-5	-9	-17	1.1	1.1	1
Cc1cc(-c2ccc(Cl)s2)n[nH]1	1.7	16	1	0.9	-4	-6	55*	1.1	1	1
Cc1ccc(S(=O)(=O)N2CCCC(C(=O)NCCC(C)C)C2)cc1 (stereo not given)	1	11	1	1.1	-2	2	1	1	0.9	0.9
Cc1ccc2cc(COC(=O)c3ccco3)c(=O)[nH]c2c1	0.91	10	1	0.9	0	0	-9	1	1.1	1.1
CCCOC(=O)c1ccc(NC(=O)Oc2ccccc2)cc1	1.1	1	1	2.6*	1	-4	-4	1	0.9	0.9
Cc1c(Br)c(C(F)(F)F)nn1CC(=O)NCCCn1ccnc1	1.1	3	1	1	-3	-6	-8	1.1	0.9	1
O=C(c1cnsn1)N1CCN(c2ccccc2)CC1	1.3	-14	1	1	-1	0	-3	1	0.9	0.9
CCOC(=O)c1[nH]c(C)c(C(=O)c2cc(F)ccc2F)c1C	2.5	-95	1	0.9	-3	2	-7	1	0.9	0.9
Cc1cccc(OC(=O)c2sc(Cl)nc2C)c1	0.95	-6	1	1	-4	-5	-7	1	0.9	0.9
Cc1ccc(S(=O)(=O)c2c(C)nn(C(C)(C)C)c2OC(=O)c2ccco2)cc1	1.1	-8	1	0.9	3	0	-4	1	0.9	0.9
CCc1ccc2[nH]c3nc(SCC(=O)NNC(=O)c4ccc(C(C)(C)C)cc4)nnc3c2c1	0.89	12	1	0.8	-5	-3	-22	1	1.1	1
COc1ccc(-n2c(Cc3cccn3C)nnc2SCC(=O)Nc2cccc(NC(C)=O)c2)cc1	1.1	-1	1	1	-4	-5	-16	1	1	1
CCc1ccc(NC(=O)CS(=O)CC(=O)Nc2ccc(F)cc2F)cc1 (stereo not given)	1	8	1	1	-1	-1	-9	1	0.9	0.9
O=C(Nc1cccnc1)c1ccc(NC(=O)c2ccco2)cc1	0.78	17	1	1	2	-2	-6	1	0.9	1
CC(=O)c1c(C)[nH]c(C(=O)OCC(=O)Nc2ccc([N+](=O)[O-])cc2Cl)c1C	1	-13	1.1	1	-9	-6	-11	1.1	1	1.1
O=C(CNS(=O)(=O)c1cccs1)NCc1ccccc1	1.1	11	1	0.9	0	-4	-14	1	1	1
O=C(CSc1ncn[nH]1)Nc1c(Br)cc([N+](=O)[O-])cc1Br	0.93	-8	1	1.3	-4	0	0	1	0.9	1
CC(c1ccccc1)N1C(=O)C2C3CCC(C3)C2C1=O (stereo not given)	1.1	-7	1	1.2	3	3	-9	1	0.9	1
CC(Oc1ccc(Cl)cc1Cl)C(=O)NCCC1=CCCCC1 (stereo not given)	0.83	16	1.1	1.1	-7	-2	-10	1	0.9	1
Cc1c(C(=O)NCc2cccnc2)sc2ncn(CC(=O)N3CCCCC3C)c(=O)c12 (stereo not given)	0.79	18	1	1.1	-2	4	-6	1	0.9	1
O=C(NC12CC3CC(CC(C3)C1)C2)N1CCN(c2nc(-c3ccccc3)cs2)CC1	1	-7	1	0.9	-4	-4	-6	1	0.9	0.9
Cc1ccc(NC(=O)c2ccccc2NS(=O)(=O)c2ccc(F)cc2)cc1S(=O)(=O)N1CCCCC1	0.95	-14	1.1	1	-5	-1	-5	1	1	1
O=c1[nH]c(C2CC2)nc2sc3c(c12)CCCC3	.	-19	1	1	1	-2	2	1	1	0.9
N#Cc1c(-c2ccco2)cc(-c2ccc(F)cc2)nc1N	0.89	11	1.1	0.9	-6	-2	-7	1	0.9	1.1
O=C(c1ccccc1)N1CCN(CC2CC=CCC2)CC1 (stereo not given)	0.9	-7	1.1	0.9	-6	-3	-10	1	0.9	1
Cc1ccccc1-n1nnnc1SC(C)C(=O)NC1CCCc2ccccc21 (stereo not given)	0.91	3	1	1	0	-1	-29	1	1	1
CC(C)Oc1ccc2ccccc2c1C=O	1.2	6	1	0.9	-2	-2	-5	1	0.8	0.7
CC(Sc1nnnn1C)C(=O)Nc1ccccc1 (stereo not given)	1.1	-4	1	1.1	-4	-4	-13	1	1	0.9
COCCNC(=O)c1ccc2c(c1)CCN2S(C)(=O)=O	.	22	1.1	1	-9	-5	-7	1	1.1	1.1
CC(C)(C)N=Cc1cc(-c2ccccc2)sc1O	3.3	.	0.8	0.9	17	0	-13	1	1	1
COCCCNC(=O)c1c(N)n(-c2cccc(S(N)(=O)=O)c2)c2nc3ccccc3nc12	0.7	-20	1.1	1.1	-6	-7	-14	1.1	0.7	0.7
COC(=O)[C@H](Cc1ccccc1)NC(=O)Nc1ccc(S(N)(=O)=O)cc1	1.2	14	1.1	0.9	-13	-5	0	1.1	1.1	1.1
Cc1ccc(OCc2nnc(SCC(=O)N3c4ccccc4Sc4ccc(Cl)cc43)o2)cc1	0.94	0	1	0.9	-3	0	-10	1	0.8	0.9

The final seven compounds of the section above lead into the next:
SMILES	NF-kB expr up	APP 5'UTR act	FLuc stim CS	bIAP act	FLuc inh counter	TNAP inh hiacc	TNAP inh no acc	TNAP act hi DEA	PMI activator	PMI act hi M6P
CC(C)Oc1ccc2ccccc2c1C=O	1.2	6	1	0.9	-2	-2	-5	1	0.8	0.7
CC(Sc1nnnn1C)C(=O)Nc1ccccc1 (stereo not given)	1.1	-4	1	1.1	-4	-4	-13	1	1	0.9
COCCNC(=O)c1ccc2c(c1)CCN2S(C)(=O)=O	.	22	1.1	1	-9	-5	-7	1	1.1	1.1
CC(C)(C)N=Cc1cc(-c2ccccc2)sc1O	3.3	.	0.8	0.9	17	0	-13	1	1	1
COCCCNC(=O)c1c(N)n(-c2cccc(S(N)(=O)=O)c2)c2nc3ccccc3nc12	0.7	-20	1.1	1.1	-6	-7	-14	1.1	0.7	0.7
COC(=O)[C@H](Cc1ccccc1)NC(=O)Nc1ccc(S(N)(=O)=O)cc1	1.2	14	1.1	0.9	-13	-5	0	1.1	1.1	1.1
Cc1ccc(OCc2nnc(SCC(=O)N3c4ccccc4Sc4ccc(Cl)cc43)o2)cc1	0.94	0	1	0.9	-3	0	-10	1	0.8	0.9
COc1ccc(CNC(=O)COC(=O)c2cc(-c3ccc(Cl)s3)nc3ccccc23)cc1	1.1	15	1	0.8	-2	-1	-1	1	0.9	1
O=C(COC(=O)c1ccc(S(=O)(=O)N2CCCC2)cc1)Nc1ccc(N2CCOCC2)cc1	0.96	4	1	0.9	0	0	-5	1	1.1	1.2
O=C(COC(=O)CCc1nc2ccccc2s1)Nc1cccc(S(=O)(=O)N2CCOCC2)c1	1.1	25	1	0.9	-2	1	-5	1	1.1	1
CN(C)C(CNC(=O)Cc1cccc(C(F)(F)F)c1)c1ccco1 (stereo not given)	0.99	18	1	1.1	-5	0	-7	1	1	0.9
CCC/C=N/Nc1nc2ccccc2s1	6*	82	0.6	1	36	-5	-14	1	1.1	0.9
CCS(=O)(=O)c1nnnn1-c1ccccc1S(C)(=O)=O	1.1	-14	1	1	3	-4	-10	1	0.9	1
COc1ccc(CS(=O)/C(Cl)=C(/Cl)C(=O)Nc2ccc(OC)nc2)cc1 (stereo not given)	0.22	-94	1	1	-2	-1	22	1	1.3	1.2
CC(C)CC(=O)Nc1sc2c(c1C#N)CC(C)(C)NC2(C)C	1.4	3	1	1	-5	-6	-15	1.1	1	1
CCC1(C)Cc2ccccc2/C(=C/C(=O)N2CCCCC2)N1 (stereo not given)	0.92	-4	1	1	-2	-6	-17	1.1	1	1
COc1ccc(-c2[nH]ncc2CN2CCC(OCc3cccnc3)CC2)c(F)c1	1.2	12	1	1.1	-4	-7	74*	1.1	1	1
O=C(Nc1ccc(Cl)cc1)Nc1nnc(SCc2ccc(Cl)cc2)s1	1.3	9	1.1	1	-9	-6	-10	1.1	1	1.1
Cn1c(CNc2ccc(Cl)cc2)nc2ccccc21	3.9*	175*	0.6	0.6	44	0	-6	1	0.8	0.9
CCc1cc2c(=O)c(-c3nc(C)cs3)coc2cc1OC(C)C(=O)NCCO (stereo not given)	0.53	9	0.9	1	10	-6	-3	1.1	1.1	1
O=C(Nc1ccnc(-c2ccncc2)n1)C1CC1	1.2	-2	1.1	0.8	-8	-7	-14	1.1	1	1
CCOc1ccc2nc(SCc3ccccc3C#N)sc2c1	2.9	116	1	0.9	4	-6	-10	1.1	0.8	0.9
COc1ccc(CNC(=O)CSc2nc3ccc(N)cc3s2)cc1	1	2	1	1.1	0	-2	-6	1	1	0.7
CCOc1ccccc1NC(=O)COC(=O)c1cc(C(=O)OC)cc([N+](=O)[O-])c1	0.85	-1	1.1	1	-8	-2	-6	1	1	1.1
O=C(NCC1CCCO1)c1ccc(COc2ccc(Br)cc2)cc1 (stereo not given)	0.92	-4	0.9	1	9	0	-3	1	1	1
O=C(OCc1cc(Cl)ccc1OC(F)F)c1cc(S(=O)(=O)O)ccc1O	1.1	5	1.1	0.5	-6	-3	-9	1	1.1	1
